Screens deposited in PubChem by National Center for Advancing Translational Sciences (NCATS).
HT1080 IDH1KD tx – qHTS for induction of synthetic lethality in tumor cells producing 2HG: qHTS for the HT-1080-IDH1KD cell line. HT-1080 IDH1 knockdown viability, ATP luminescence, 48 h. Potency, µM (top dose mostly 46.1 µM), without a hit: top-dose activity, negative = toxicity, usual class: cytotoxic. 360,000 tested, 2% active. AID 686971, 2013;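 also: potency is read from the fitted curve at half-maximal effect; 0% = DMSO wells and -100% = cell-free medium wells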
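After a 2 h attachment period, IDH1KD HT-1080 cells took pin-transferred compound for 48 h at 37 °C; ATP-based luminescence after 10 min room-temperature reagent incubation reported viability.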
HEK293 tox – qHTS of GLP-1 Receptor Inverse Agonists: Cytotox Screen; HEK293 cAMP-luciferase reporter cells, luminescence, 24 h; Potency, µM (series often up to 38.3 µM), without a hit: at the highest dose activity change, negative = inhibition, usual class: inhibitors; 410,000 tested, 0.13% active;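 also: loss of luciferase light is scored as toxicity; potency is read from the fitted curve at half-maximal effect; % is scaled to controls: 0 for no effect and ±100 for the full control effect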
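Luminescence readout: signal drop marks cytotoxicity. Plated cells grew 12 h at 37 °C, 5% CO2, received 23 nL compound for 24 h, then got luciferase reagent, read after 12 min at RT.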
MCF10A rerep – A quantitative high throughput screen for small molecules that induce DNA re-replication in MCF 10a normal breast cells; MCF 10A DNA re-replication, Hoechst nuclear intensity, 48 h; Potency, µM (doses to about 46.1 µM), for inactives: at the top dose activity, positive = re-replication, most hits filed as activators; 350,000 tested, 2.9% active; AID 624296, 2012; also: potency is read from the fitted curve at half-maximal effect; % of control where 0% means no effect; nearly all actives have a fitted effect of over 50% in size
KB-V1 cytotox – qHTS assay for MDR1-selective chemotherapeutics: Primary screen using the drug-selected MDR subline cells KB-V1. KB-V1 MDR cells viability, CellTiter-Glo, 72 h. Potency, µM (titrated, usually from 46.1 µM), inactives show at the top dose activity change, negative = cytotoxicity, usual class: cytotoxic. 400,000 tested, 3.4% active; also: potency is read from the fitted curve at half-maximal effect; % is scaled to controls: 0 for no effect and ±100 for the full control effect; nearly all actives have a fitted effect of over 60% in size
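Drug-selected KB-V1 cells, grown in DMEM lacking phenol red with 10% FBS, receive compound titrations; after three days at 37 degrees C, surviving cell ATP is quantified by CellTiter-Glo luminescence and responses normalized and curve-fitted.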
D3 ag – qHTS of D3 Dopamine Receptor Agonist: qHTS | D(3) dopamine receptor (Homo sapiens), P35462 | D3R DiscoveRx beta-arrestin cells, luminescence, 90 min | max activation, % | 410,000 tested, 0.58% active; in the data active = max activation above about 30%; also: 0% is about no effect; mostly tested at two doses, the higher about 12 µM
Target sequence (P35462 whole entry, looked up): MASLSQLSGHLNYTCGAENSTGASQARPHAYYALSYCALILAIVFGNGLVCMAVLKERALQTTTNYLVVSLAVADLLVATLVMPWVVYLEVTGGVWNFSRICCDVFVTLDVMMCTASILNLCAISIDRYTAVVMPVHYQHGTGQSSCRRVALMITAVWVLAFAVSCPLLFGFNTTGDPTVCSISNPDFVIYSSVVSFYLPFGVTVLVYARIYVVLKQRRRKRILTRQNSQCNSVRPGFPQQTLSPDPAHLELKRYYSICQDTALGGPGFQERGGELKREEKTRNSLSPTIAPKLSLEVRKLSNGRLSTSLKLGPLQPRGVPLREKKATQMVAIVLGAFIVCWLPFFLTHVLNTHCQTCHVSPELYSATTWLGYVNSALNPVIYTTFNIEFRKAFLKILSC
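Agonist mode: compounds and dopamine controls were applied to plated cells for 90 min at 37 degrees C after an overnight attachment at 1500 cells/well. Luminescent read-out followed 30 - 60 minutes at room temperature with DiscoveRx detection reagent.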
KB-3-1 tox – qHTS assay for MDR1-selective chemotherapeutics: Primary screen using the parental adenocarcinoma cell KB-3-1; Potency, µM (highest dose often 46.1 µM), inactives show at the highest dose activity change, negative = cytotoxic, hits mostly cytotoxic; KB-3-1 viability, CellTiter-Glo ATP luminescence, 72 h; AID 1347075, 2019; 400,000 tested, 1.4% active; also: potency is read from the fitted curve at half-maximal effect; % is scaled to controls: 0 for no effect and ±100 for the full control effect; nearly all actives have a fitted effect of over 60% in size
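Luminescent ATP read-out (CellTiter-Glo) measures survival of drug-naive KB-3-1 cells after 72 h compound exposure at 37 °C. Titration series was screened from lowest to highest concentration, with DMSO vehicle plates as background controls.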
IL1B secr inh – qHTS for Inhibitors of Inflammasome Signaling: IL-1-beta AlphaLISA Primary Screen; 360,000 tested, 4.7% active; THP-1 LPS/ATP IL-1B secretion, AlphaLISA, 16 h; hits give low values; activity change, % at 57.5 µM; in the data active = activity change below about -50%; inconclusive = mostly about -30% to -49%; also: % is scaled to controls: 0 for no effect and ±100 for the full control effect
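THP-1 cells pretreated 1 hr with compounds (up to 57.5 uM final), then stimulated with LPS (250 ng/mL final) plus ATP (1.25 mM final); secreted IL-1B measured by AlphaLISA after 16 hr, decreased signal indicating inhibition.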
HT1080NT lethal – qHTS for induction of synthetic lethality in tumor cells producing 2HG: qHTS for the HT-1080-NT fibrosarcoma cell line. HT-1080-NT fibrosarcoma viability, CellTiter-Glo ATP luminescence, 48 h. Potency, µM (top dose mostly 46.1 µM), for inactives: top-dose activity, negative = less viability, most hits filed as cytotoxic. 360,000 tested, 1.6% active. AID 686970, 2013;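 also: NT is the 2HG producing partner of a matched IDH1 knockdown line; potency is read from the fitted curve at half-maximal effect; 0% = DMSO-treated cells and -100% = media-only wells without cells; nearly all actives have a fitted effect of over 55% in size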
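Viability by CellTiter-Glo luminescence after 48 h compound exposure at 37C of HT-1080-NT cells (750/well, RPMI, 5% FBS). % activity scaled between DMSO wells and medium-only wells, then curve-fitted and categorized by curve class.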
SW480 rerep – A quantitative high throughput screen for small molecules that induce DNA re-replication in SW480 colon adenocarcinoma cells. SW480 DNA re-replication, Hoechst DNA content imaging, 48 h. Potency, µM (series often up to 46.1 µM), for the others: at the highest dose re-replication activation, hits mostly activators. 340,000 tested, 1.8% active. AID 624297, 2012; also: potency is read from the fitted curve at half-maximal effect; % of control where 0% means no effect; nearly all actives have a fitted effect of over 55% in size
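Hoechst fluorescence of nuclei (405 nm excitation, 500-530 nm emission) measured by plate-scanning imager after 48 hr compound exposure at 37 C; re-replication scored as increased number of nuclei with elevated intensity.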
Numbers without * were called inactive; ? = inconclusive; nt = not tested or not shown; & = joins results of further samples; [ ] = dose if it differs, or a comment. Unless noted, calls follow the shape of the dose curve; as a rule, active = well fitted curve in the direction sought with a large enough effect; inconclusive = small, poorly fitted or top-dose-only effect, or another doubt; inactive = no such curve, though single readings can be large; an effect the other way counts as inactive or inconclusive.

Below each SMILES: HT1080 IDH1KD tx | HEK293 tox | MCF10A rerep | KB-V1 cytotox | D3 ag | KB-3-1 tox | IL1B secr inh | HT1080NT lethal | SW480 rerep
Fc1ccc(-c2nc3c(Cl)cc(C(F)(F)F)cn3c2Cl)cc1
    -4% | 0% | -4% | ? | 0 | -17% | 12 | 0% | -8%
Cc1ccc(OCC(=O)N2CCN(C(=O)c3ccncc3)CC2)cc1
    6% | -4% | -4% | 0% | 6 | 0% | 6 | -8% | -11%
Cc1noc(C)c1COc1ccc(C(=O)OC(C)C(=O)Nc2ccc(N3CCOCC3)cc2)cc1 (stereo unspecified)
    ? | 3% | 12% | -8% | -2 | 1% | 8 | -8% | 5%
CCc1ccc2nc3c(c(C(=O)O)c2c1)CCC3
    2% | 2% | 11% | -10% | 2 | 5% | 11 | 0% | 1%
COc1ccccc1NS(=O)(=O)c1cc(NC(=O)C2CCCC2)ccc1N1CCOCC1
    -5% | -2% | ? | ? | 2 | -19% | -24 | -4% | -6%
COc1ccc(NC(=O)CCCC(=O)c2ccccc2)cc1
    -27% | 2% | 7% | -19% | -3 | -4% | 1 | ? | ?
COc1ccc(-n2cnnc2SCC(=O)Nc2cccnc2Cl)cc1
    14% | -7% | -3% | 11% | -10 | 1% | 0 | 16% | -12%
O=S(=O)(Nc1cccc(-c2ccc(N3CCCCCC3)nn2)c1)c1ccc(F)cc1
    -28% | -11%&-9% | 15µM* | -18%&-15% | 2&4 | ? | ? | ? | ?
O=C(c1ccc2ccccc2c1)N1CCOCC1
    13% | 13% | -8% | 5% | -7 | -6% | -2 | 1% | ?
COc1ccc(-c2cccc(NS(=O)(=O)c3cc(C)c(Cl)cc3C)c2)nn1
    nt | 18% | nt | -26% | 0 | -16% | nt | nt | nt
CC(NC(=O)CCSCc1ccccc1F)c1ccccc1 (stereo unspecified)
    0% | 3%&-6% | -7% | ? | -11&6 | 8% | -13 | -6% | 2%
COc1ccc(NC(=O)CN2CCN(c3ccccc3F)CC2)c(OC)c1
    nt | 5% | nt | 15% | 2 | 7% | nt | nt | nt
CNC(=O)C1=C(C)Nc2nc3ccccc3n2C1c1cccc(OC)c1 (stereo unspecified)
    10% | 5% | 1% | -20% | -3 | 12% | 24 | 3% | 0%
COc1cc(C(=O)NCCc2ccccc2)ccc1OCC(=O)N1CCOCC1
    4% | 7% | -2% | 0% | 6 | ? | -7 | 8% | -29%
Cc1ccccc1NC(=O)C1CCN(c2cnccn2)CC1
    -3% | -10% | -3% | 0% | -1 | 8% | -24 | 13% | -7%
Cc1cc(C)cc(N(CC(=O)Nc2ccccc2)C2=NC3CS(=O)(=O)CC3S2)c1 (stereo unspecified)
    5% | ? | ? | ? | -10 | -21% | -94* | 0% | 2%
CCOC(=O)c1c(C)[nH]c(C(=O)OCc2c(C)noc2C)c1C
    -9%[9.24 µM] | -12% | 12% | ? | 1 | ? | 3 | -11% | -10%
CN1CCN(Cc2nc3c(c(=O)n(C)c(=O)n3C)n2Cc2cccc3ccccc23)CC1
    2% | -2% | 24% | -1% | 4 | 5% | 24 | 7% | -6%
CCOc1[nH]n(-c2ccccc2)c(=O)c1C=Nc1ccccc1
    ? | -35% | 23µM* | ? | 1 | 0% | 16 | ? | ?
CN1CCCN(C(=O)Cc2c(Cl)cccc2Cl)c2nc3ccccc3nc21
    -17% | 30%[activator] | ? | -20% | -2 | -7% | -7 | -7% | 16µM*

Shown bar-delimited: part of the list above
SMILES | HT1080 IDH1KD tx | HEK293 tox | MCF10A rerep | KB-V1 cytotox | D3 ag | KB-3-1 tox | IL1B secr inh | HT1080NT lethal | SW480 rerep
Fc1ccc(-c2nc3c(Cl)cc(C(F)(F)F)cn3c2Cl)cc1 | -4% | 0% | -4% | ? | 0 | -17% | 12 | 0% | -8%
Cc1ccc(OCC(=O)N2CCN(C(=O)c3ccncc3)CC2)cc1 | 6% | -4% | -4% | 0% | 6 | 0% | 6 | -8% | -11%
Cc1noc(C)c1COc1ccc(C(=O)OC(C)C(=O)Nc2ccc(N3CCOCC3)cc2)cc1 (stereo unspecified) | ? | 3% | 12% | -8% | -2 | 1% | 8 | -8% | 5%
CCc1ccc2nc3c(c(C(=O)O)c2c1)CCC3 | 2% | 2% | 11% | -10% | 2 | 5% | 11 | 0% | 1%
COc1ccccc1NS(=O)(=O)c1cc(NC(=O)C2CCCC2)ccc1N1CCOCC1 | -5% | -2% | ? | ? | 2 | -19% | -24 | -4% | -6%
COc1ccc(NC(=O)CCCC(=O)c2ccccc2)cc1 | -27% | 2% | 7% | -19% | -3 | -4% | 1 | ? | ?
COc1ccc(-n2cnnc2SCC(=O)Nc2cccnc2Cl)cc1 | 14% | -7% | -3% | 11% | -10 | 1% | 0 | 16% | -12%

Next part.
Below each SMILES: HT1080 IDH1KD tx | HEK293 tox | MCF10A rerep | KB-V1 cytotox | D3 ag | KB-3-1 tox | IL1B secr inh | HT1080NT lethal | SW480 rerep
O=S(=O)(c1ccc(Cl)cc1)c1nc(-c2cccc(Br)c2)oc1NCc1ccccc1
    nt | -9% | nt | 16µM* | 6 | ? | nt | nt | nt
Cc1ccsc1C(=O)OCC(=O)N1CC(C)CC(C)C1 (stereo unspecified)
    3% | -2% | ? | nt | 4 | nt | -3 | 14% | -2%
CC(=O)OCc1nc2sc(C)c(C)c2c(=O)[nH]1
    0% | -20% | -6% | 2% | 0 | 1% | 32 | 0% | 0%
CCOC(=O)[C@]12CCCC=C1N(Cc1cccc3ccccc13)C(=O)[C@H](CC(=O)N1CCN(C(=O)C3CC3)CC1)C2
    1% | 3% | nt | ? | -1 | 5% | -12 | 1% | nt
CC(C)CC1c2[nH]c3ccccc3c2CCN1C(=O)c1cnccn1 (stereo unspecified)
    ? | -7% | -7% | -20% | 3 | ? | -11 | -18% | 5%
Cc1ccc(N(C(=O)c2ccc3c(c2)OCO3)C2C=CS(=O)(=O)C2)cc1 (stereo unspecified)
    24% | 2% | -8% | 11% | -3 | 11% | 21 | 4% | -8%
Cc1ccc(NC(CC(=O)c2ccccc2)c2ccc(F)cc2)cc1 (stereo unspecified)
    ? | -5% | -3% | 8% | -31 | -1% | -3 | 5%[9.24 µM] | ?
Cc1noc(C)c1-c1csc(N2CCC(C(N)=O)CC2)n1
    nt | nt | 1% | -7% | nt | -9% | nt | nt | -9%
CCC(=O)NC(=S)Nc1c(C)cc(Br)cc1C
    -20% | -27% | 5% | -4% | 7 | -6% | 54 | -14% | ?
O=C(N=Nc1c(O)[nH]c2ccc(Br)cc12)c1cc(-c2cccc3ccccc23)n[nH]1
    10% | 2% | 13% | 0% | 2 | 5% | 25 | 9% | -1%
O=S(=O)(NCc1csc(-c2cccnc2)n1)c1ccc(F)cc1
    7% | -6% | 0% | -2% | -5 | -3% | 31 | 7% | 15%
CCCCN(C(=O)c1ccc(S(=O)(=O)N(C)C)cc1)c1nc2ccccc2s1
    1% | -11% | -1% | -23% | -3 | -8% | 15 | 4% | -172%[inhibitor]
CCN(C(=O)c1cc2cc(OC)ccc2oc1=O)c1ccccc1
    2% | 2% | -3% | -16% | 0 | -9% | -1 | -1% | -1%
CC(=O)c1ccc(NS(=O)(=O)c2ccc(-c3cnc(C4CC4)o3)cc2)cc1
    -12% | -11%&-3% | 15% | ? | -1&4 | -30%&-5% | 59 | -14% | -2%
CCOC(=O)c1c(NC(=O)c2nn(CC)cc2Br)sc(C)c1C
    3% | 4% | 15% | 1% | 20 | 6% | -22 | 13% | 12%
c1ccc(Nc2nc(NCc3ccco3)c3ccccc3n2)cc1
    23µM* | ? | ? | ? | 3 | ? | -94* | 21µM* | ?
Cc1nc2nc(SCC(=O)O)nn2c(C)c1Cc1c(F)cccc1Cl
    11% | -22%&-7% | 4% | 11% | 1&8 | 4% | 12 | 10% | 5%
Cc1ccc(Cn2ncc3c(NCCCN(C)C)ncnc32)cc1
    3% | 3% | 0% | 18% | -1 | 31% | ? | 4% | -11%
O=C(CN1C(=O)c2ccccc2S1(=O)=O)NC1CCCCC1
    -1% | -17% | -4% | 12% | 4 | 7% | -1 | 14% | -12%
Cc1ccc(NC(=O)Nc2cc(C)on2)cc1
    6% | 5% | 6% | -10% | -6 | 1% | -12 | 7% | -6%
COc1ccc(N2CCN(C(c3cccs3)C(C)NC(=O)c3ccc4c(c3)OCO4)CC2)cc1 (stereo unspecified)
    -6% | -1% | 1% | 13% | 5 | 0% | 8 | -10% | -1%
COc1ccccc1NC(=O)CCn1c(=O)oc2cc(Cl)ccc21
    nt | -8% | nt | -2% | 1 | -8% | nt | nt | nt
O=C(CN1C(=O)C2(SCC(=O)N2c2cccc(Cl)c2)c2ccccc21)NCc1ccccc1 (stereo unspecified)
    nt | 2% | nt | ? | -4 | -11% | nt | nt | nt
